# DRD3 agonist – agonists of human D3 dopamine receptor; P35462; D3R DiscoveRx beta-arrestin cells, luminescence, 90 min; max activation, %; 410,000 tested, 0.58% active; in the data active means max activation above about 30%; further: 0% is about no effect; mostly tested at two doses, the higher about 12 µM
# Target sequence (P35462 whole entry, looked up): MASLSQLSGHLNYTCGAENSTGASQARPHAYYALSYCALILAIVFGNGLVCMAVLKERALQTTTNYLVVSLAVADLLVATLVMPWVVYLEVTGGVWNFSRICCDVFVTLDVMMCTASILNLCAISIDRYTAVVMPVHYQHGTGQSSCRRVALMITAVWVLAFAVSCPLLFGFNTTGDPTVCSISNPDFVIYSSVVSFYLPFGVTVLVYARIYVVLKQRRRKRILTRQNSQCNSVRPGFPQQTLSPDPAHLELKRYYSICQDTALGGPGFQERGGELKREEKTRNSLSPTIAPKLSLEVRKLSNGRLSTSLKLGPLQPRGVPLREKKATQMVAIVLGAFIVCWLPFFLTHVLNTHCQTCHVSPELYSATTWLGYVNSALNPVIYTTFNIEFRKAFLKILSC
#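 Agonist mode: compounds and dopamine controls were applied to plated cells for 90 min at 37 degrees C after an overnight attachment at 1500 cells/well. Luminescent read-out followed 30 - 60 minutes at room temperature with DiscoveRx detection reagent.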
# DRD3 antagonist – antagonists of human D3 dopamine receptor. P35462. D3R cells, DiscoveRx beta-arrestin luminescence, antagonist mode; hits give low values. max response, negative = inhibition, %. 360,000 tested, 2.5% active. AID 652054; in the data active means max response below about -50%; inconclusive means no clear call, values can overlap the other calls; further: on the % scale 0 is the no-effect control and ±100 the full control effect; mostly tested at two doses, the higher about 12 µM
#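 Cells expressing the human receptor were seeded at 1500 cells/well, incubated overnight at 37 degrees C in 5% CO2, then exposed to library compounds with dopamine controls for 90 minutes at 37 degrees C before luminescent detection.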
# EPAC2 ag – activates human EPAC2 exchange factor; AID 720711; Q8WZA2; EPAC2 activation, biochemical qHTS; response scale: 100% = 6.5 mM cAMP response; Potency, µM (top dose mostly 154 µM), without a hit: at the top dose activation, actives largely listed as activators; 360,000 tested, 0.079% active; further: potency means the concentration at half of the fitted maximal effect; nearly all actives have a fitted effect of over 50% in size
#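 Each well held 100 nM EPAC2, 250 nM RAP1B-BODIPY-GDP and 50 uM GDP. Fluorescence, read at 5-min intervals to 30 min, was referenced to a 6.5 mM cAMP positive control.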
# Mm-Cpn inhibitor – blocks the Methanococcus maripaludis chaperonin Mm-Cpn | AID 504842 | 330,000 tested, 0.031% active | purified Mm-Cpn ATPase, ADP Transcreener TR-FRET | Potency, µM (doses to about 76.9 µM), inactives show at the highest dose activity, negative = inhibition, hits mostly inhibitors; further: potency means the concentration at half of the fitted maximal effect; on the % scale 0 is the no-effect control and ±100 the full control effect; nearly all actives have a fitted effect of over 80% in size
#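 Quantitative HTS used 25 nM Mm-CPN and 10 uM ATP in magnesium/KCl Tris buffer, pH 7.4, with 1 mM DTT. Hydrolysis ran 30 min at 37°C; ADP was read by HTRF.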
# CCT modulator – cytosolic chaperonin activity modulation. purified chaperonin ATPase assay, HTRF ADP detection, 30 min. activity change, % (no concentration beside the values), hits read low. 360,000 tested, 0.3% active. AID 651819; in the data active means activity change below about -30%; further: on the % scale 0 is the no-effect control and ±100 the full control effect
#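 Nucleotide hydrolysis assay: TRiC at 20–40 nM final (set by batch activity) with 10 uM ATP, 30 min at 37 °C, in presence of 76 uM compound. Detection by competitive ADP HTRF, 30 min ambient.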
# Akt phos inh – Akt phosphorylation inhibition; AID 651550; activity change, % for hits at 50 µM; Neuro2A IGF-stimulated pAkt S473 HTRF, 20 min; hits give low values; 360,000 tested, 0.32% active; in the data active means activity change below about -80%; inconclusive means mostly about -51% to -80%; further: on the % scale 0 is the no-effect control and ±100 the full control effect
#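 Single-point screen (50 µM final compound) in Neuro2A cells stimulated 20 min with 6 nM IGF at 37 deg C. After lysis, Ser473-phosphorylated Akt read by HTRF (ex 330 nm, em 615/665 nm) as the 665/615 ratio.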
# EPAC2 antag – antagonists of human EPAC2; Potency, µM (top dose mostly 114 µM), inactives show at the highest dose activity, negative = inhibition, actives largely listed as inhibitors; EPAC2 GEF exchange of Rap1B-BODIPY-GDP, fluorescence; 360,000 tested, 0.18% active; Q8WZA2; further: potency means the concentration at half of the fitted maximal effect; on the % scale 0 is the no-effect control and ±100 the full control effect; nearly all actives have a fitted effect of over 45% in size; many of its hits are not listed in these tables
# PTHR1 ag – agonists of human PTHR1 parathyroid hormone receptor | 410,000 tested, 0.075% active | HEK293 GP2 PTHR1 cells, GloSensor cAMP luminescence, 1 h | Potency, µM (doses to about 115 µM), inactives show at the highest dose activation, hits mostly activators; further: potency means the concentration at half of the fitted maximal effect; nearly all actives have a fitted effect of over 55% in size; some results filed as inactive show a strong effect at the top dose; inactives centre near -15; many of its hits are not listed in these tables
# Target sequence (Q03431 whole entry, looked up): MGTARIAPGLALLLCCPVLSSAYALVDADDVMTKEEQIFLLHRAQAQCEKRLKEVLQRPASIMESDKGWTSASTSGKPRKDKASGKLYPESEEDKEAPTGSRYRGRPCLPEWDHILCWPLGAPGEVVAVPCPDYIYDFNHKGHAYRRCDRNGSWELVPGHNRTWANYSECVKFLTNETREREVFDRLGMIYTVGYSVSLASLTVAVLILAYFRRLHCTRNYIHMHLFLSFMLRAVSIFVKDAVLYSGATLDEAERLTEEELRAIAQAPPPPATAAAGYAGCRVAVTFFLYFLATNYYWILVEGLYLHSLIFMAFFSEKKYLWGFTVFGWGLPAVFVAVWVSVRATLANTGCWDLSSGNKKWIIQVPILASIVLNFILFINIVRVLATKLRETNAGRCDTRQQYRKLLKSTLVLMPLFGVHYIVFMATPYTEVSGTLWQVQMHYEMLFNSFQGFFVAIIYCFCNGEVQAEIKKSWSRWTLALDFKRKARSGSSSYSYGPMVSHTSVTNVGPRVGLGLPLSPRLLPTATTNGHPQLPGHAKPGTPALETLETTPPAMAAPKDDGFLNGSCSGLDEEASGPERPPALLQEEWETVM
#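 HEK-293-derived GP2 cells expressing PTHR1 and a GloSensor cAMP reporter, 3,000/well, plated overnight, given luciferin plus IBMX (each 0.5 mM as added) for 1 h at 37 °C, then compound for 1 h at 37 °C. Luminescence was read after 15 min at room temperature.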
# * = called active by the depositor; i = inactive; ? = inconclusive; / = no result given; & = joins results of further samples; [ ] = another dose, or the depositor's remark. Unless noted, the call rests on the fitted dose curve; in most records, active means well fitted curve in the direction sought with a large enough effect; inconclusive means small, poorly fitted or top-dose-only effect, or another doubt; inactive means no such curve, though single readings can be large; an effect the other way counts as inactive or inconclusive.
SMILES,DRD3 agonist,DRD3 antagonist,EPAC2 ag,Mm-Cpn inhibitor,CCT modulator,Akt phos inh,EPAC2 antag,PTHR1 ag
Cc1ccc(N(C)S(=O)(=O)c2ccc3c(c2)NC(=O)C(C)S3)cc1 (stereo not drawn),-3,?,13%,2%,-2.3,i,-10%,-83%[inhibitor]
CCOC(=O)c1c(Nc2nc(C)c(C(=O)NC)s2)sc(C)c1C,0,2,-22%,0%,-0.4,i,-1%,i
O=C(N/N=C/c1cccc(OC2CSC2)c1)c1ccccc1O,-10,7,-6%,-2%,-1.5,i,1%,i
Cc1nn(CCC#N)c2nc(-c3ccccc3)cc(C(F)(F)F)c12,0,5,-10%,3%,0.2,i,-2%,i
COCCCNC(=S)N1CCN(c2ccc([N+](=O)[O-])cc2)CC1,-8,-22,12%,2%,-1.0,i,1%,-82%[inhibitor]
Cc1oc(-c2cccc(Cl)c2)nc1CSCC(=O)O,-7&5,15,4%,0%,-1.2,i,11%,-10%
CC(C)n1c(SCC(=O)Nc2nncs2)nnc1-c1ccco1,2,8,6%,-4%,-0.4,i,2%,i
O=C(OCCN1CCOCC1)c1cccs1,-11,-29,3%,-1%[15.4 µM],-0.4,i,-5%,-11%
N/C(Cc1ccc([N+](=O)[O-])cc1)=N\OC(=O)C(c1ccccc1)c1ccccc1,-11,7,10%,0%,-3.0,i,-9%,-7%[57.5 µM]
CC1CC(C)CN(C(=O)COC(=O)c2cc3ccccc3oc2=O)C1 (stereo not drawn),0,13,1%,2%,-2.3,i,-1%,i
CCOc1ccc(CCN2C(=O)C(=O)N([C@@H](Cc3ccc(O)cc3)CN3CCC[C@H]3CN3C(=O)C(=O)NC[C@@H]3Cc3ccccc3)C[C@@H]2Cc2ccc(O)cc2)cc1,-7,-12,6%,/,-0.3,i,-3%,3%
CCOc1ccc(/C=N/NC(=O)c2nnn(-c3nonc3N)c2-c2cccs2)cc1,1,-25,-1%,-2%,0.6,i,3%,-30%[inhibitor]
COc1ccc(CCNC(=O)CSc2nc(C)nc3c2c(=O)n(C)c(=O)n3C)cc1OC,1,3,2%,1%,-1.4,i,-17%,-9%
CCOC(=O)c1cc(-c2c(Cl)cccc2Cl)no1,6,6,8%,-2%,-1.1,i,-24%,i
CCN(CC)S(=O)(=O)c1ccc(N2CCOCC2)c(NC(=O)c2ccc(NC(C)=O)cc2)c1,-7,9,3%,-2%,-1.4,i,1%,?
Cc1cccn2cc(CNC(=O)CC3CCCC3)nc12,4,?,-8%,-5%,-0.9,i,-16%[57.1 µM],-10%[57.5 µM]
Cc1ccc(N=Nc2c(N)[nH]n3c(=O)cc(C)nc23)cc1,-10,?,7%,-3%,-2.9,i,-11%,i
COc1ccccc1C(=O)C1CCCN(C(=O)c2ccccc2C(C)=O)C1 (stereo not drawn),-9,18,0%,1%,-1.2,i,-5%,i
CCC(C)N(C(=O)COC(=O)c1nc2nc(C)cc(C)n2n1)C1CCS(=O)(=O)C1 (stereo not drawn),1,0,10%,0%,-1.2,i,-1%,-7%
Cc1cc(C)n2c(NCc3ccccc3)c(CC(C)C)nc2n1,10,5,2%,/,0.4,i,-7%,i
O=C(/C=C/c1ccccc1)NCC1(c2ccccc2)CCOCC1,-10,10,14%,-2%,-0.3,i,-3%,-2%
CCc1ccc(NC(=O)CCn2c(=O)c3cccn3c3ccccc32)cc1,-21&-25,-54*,15%,-5%,0.4,i,2%,-27%&-27%
CC(=O)c1ccc(NC(=O)CNCc2cccs2)cc1,5,6,2%,-2%,-1.4,i,0%,-5%
COc1ccc(S(=O)(=O)Nc2cc(SCC(=O)O)c(O)c3ccccc23)cc1,-7,-21,5%,-27%,-0.8,i,3%,-29%
Cn1cc(CN2CCN(Cc3cccnc3)CC2)c(-c2ccc3c(c2)OCCO3)n1,-1,-13,5%,-8%,-8.0,i,-7%,i

# Following part
SMILES,DRD3 agonist,DRD3 antagonist,EPAC2 ag,Mm-Cpn inhibitor,CCT modulator,Akt phos inh,EPAC2 antag,PTHR1 ag
Cc1ccc2c(c1)N(C(=O)CCC(=O)N1CCC(C(N)=O)CC1)CC(C)O2 (stereo not drawn),-8,-4,2%,-1%,-2.0,i,-4%,i
O=C(Oc1ccccc1-c1csnn1)c1cccs1,7,6,10%,-2%,2.1,i,-18%,-14%
C=CCN=c1scc(-c2ccco2)n1/N=C/c1ccc(O)c(O)c1O,184*,47,1%,-2%,-1.2,i,-20%,-18%
Cc1cccc(N2CCN(C(=O)Cc3ccc(-n4c(=O)[nH]c5ccsc5c4=O)cc3)CC2C)c1 (stereo not drawn),8,-7,10%,-1%,-7.1,i,-1%,-18%
CCCCNC(=O)c1onc(CSc2ccccc2)c1C(=O)NCCCC,42*,0,2%,0%,0.8,i,-20%,i
CC(C)NC(=O)Nc1cccc2c1O[C@H](CN(C)C(=O)NC(C)C)[C@@H](C)CN([C@H](C)CO)C2=O,-5,-20,-9%,-6%,1.2,i,-4%,-18%
CCOc1ccc(N(CC(=O)NC(C)CC)S(C)(=O)=O)cc1 (stereo not drawn),0,-23,-6%,-2%,-0.8,i,13%,i
N#CC1=C(N)OC2=C(C(=O)CCC2)C1c1cc2c(cc1Cl)OCO2 (stereo not drawn),1,-16,7%,0%,-4.4,i,-4%,i
O=C(N/N=C/c1ccc([N+](=O)[O-])s1)c1ccccc1,-11,?,-5%,-1%,-4.1,i,5%,i
CCOc1ccc(-c2c(C(=O)N/N=C/c3cccnc3)nnn2-c2nonc2N)cc1,-10,15,-2%,-14%,1.7,i,19%,-8%
CCOC(=O)c1cc(-c2ccc(C)o2)n[nH]1,-1,-16,3%,2%,0.8,i,10%,i
CC1(C)CC(N=c2cc(-c3ccccc3)oc3ccc(Cl)cc23)CC(C)(C)N1,-15,-17,-4%,-3%,2.0,i,2%,i
COc1ccc(Oc2nccc(-c3ccc(F)cc3)c2C#N)cc1,4,-23,-10%,-1%,1.0,i,2%,-2%
O=C(c1ccccc1)n1nc(-c2ccccc2)nc1NCc1ccco1,-3,12,19%,3%,-1.1,i,0%,i
O=C(C[n+]1cc(-c2ccc(Br)cc2)n2c1CCCCC2)c1ccccc1,-13,-24,5%,-2%,-2.9,i,-6%,-4%
COc1cc(/C=C/C(=O)OC[C@H]2O[C@H](OC3(CO)OC(CO)C(O)C3O)[C@H](O)[C@@H](O)[C@@H]2O)ccc1O (stereo partly drawn),10,4,7%,-3%,1.0,i,5%,-13%
O=C(NCCCN1CCCC1)c1ccc2c(c1)N(Cc1ccccc1F)C(=O)c1ccccc1S2(=O)=O,-13,?,-3%,-4%,-1.6,i,2%,i
COC(=O)c1cccc(CN2C(=O)C(C)Sc3ccc(C(C)=O)cc32)c1 (stereo not drawn),3,8,5%,/,0.2,i,-10%,-11%
C[C@@H]1CN(C(=O)c2cc(COc3cccc(C(F)(F)F)c3)on2)C[C@H](C)O1,2,-1,-7%,-6%,3.2,i,?,-7%
CCN1CCN(C(c2cccs2)C(C)NC(=O)c2cccc(OC)c2)CC1 (stereo not drawn),-4,-3,8%,1%,-1.2,i,-4%,i
CCOC(CNC(=O)CN1C(=O)COc2ccc(S(=O)(=O)N3CCCC3)cc21)OCC,0,10,-2%,-2%,0.5,i,1%,-22%
Cc1ccc2cc(C)c(SCC#N)nc2c1,3,-2,5%,-1%,-0.5,i,0%,-6%[57.5 µM]
CCC(=O)Nc1ccc(Cl)c(NC(=O)c2c(OC)cccc2OC)c1,2,1,3%,-5%,-7.7,i,2%,i
CC(C)OC(=O)C1CC=CCC1C(=O)Nc1ccc(Cl)cc1 (stereo not drawn),8,0,17%,0%,0.2,i,-2%,i
CC(=O)c1cc(C#N)c(SCCC(C)C)nc1C,7,24,5%,-4%,0.2,i,-11%,-7%

# One compound at a time, from the list above. Order of screens: DRD3 agonist, DRD3 antagonist, EPAC2 ag, Mm-Cpn inhibitor, CCT modulator, Akt phos inh, EPAC2 antag, PTHR1 ag
# N#CC1=C(N)OC2=C(C(=O)CCC2)C1c1cc2c(cc1Cl)OCO2 (stereo not drawn) is entered as 1, -16, 7%, 0%, -4.4, i, -4%, i
# CCC(=O)Nc1ccc(Cl)c(NC(=O)c2c(OC)cccc2OC)c1 is entered as 2, 1, 3%, -5%, -7.7, i, 2%, i
# O=C(N/N=C/c1ccc([N+](=O)[O-])s1)c1ccccc1 is entered as -11, ?, -5%, -1%, -4.1, i, 5%, i
# Cc1ccc2cc(C)c(SCC#N)nc2c1 is entered as 3, -2, 5%, -1%, -0.5, i, 0%, -6%[57.5 µM]

# Following part
SMILES,DRD3 agonist,DRD3 antagonist,EPAC2 ag,Mm-Cpn inhibitor,CCT modulator,Akt phos inh,EPAC2 antag,PTHR1 ag
COCCCNC(=O)c1ccc(Cn2c(=O)c3ccccc3n(CC(=O)NCCc3ccc(OC)c(OC)c3)c2=O)cc1,-22,-13,8%,-1%,-3.4,i,12%,8%
CN(C)N1C(N)=C(C#N)C(c2ccsc2)C2=C1CC(C)(C)CC2=O (stereo not drawn),1,-11,-5%,0%,-2.0,i,2%,i
CCOc1cccc(-c2nnc3sc(COc4ccccc4)nn23)c1,38*,22,-10%,0%,-2.7,i,-11%,i
COc1ccc2[nH]c(-c3ccc(C)cc3)cc(=O)c2c1,-16,-8,6%,3%,-1.0,i,-1%,-54%[inhibitor]
CCN(CC(=O)Nc1ccc(NC(C)=O)cc1)C(=O)COc1ccccc1-c1ccccc1,-11,-4,3%,0%,1.0,i,12%,-5%
Cc1[nH]c2ccccc2c1C(=O)C(=O)NCc1ccncc1,4,5,5%,/,0.1,i,1%,i
CCc1ccc(NC(=O)Nc2ccc3c(c2)N(C)C(=O)CS3)cc1,-12,-17,4%,3%,-4.5,i,-16%,-25%
Cc1cccc(OCC(=O)Nc2ccncc2)c1C,6,7,-2%,0%,-1.5,i,-2%,-42%[inhibitor]
Cc1c(NC(=S)NC(=O)c2ccc(Cl)cc2)c(=O)n(-c2ccccc2)n1C,9,9,-1%,/,-0.3,i,-3%,-46%
COc1cc(Br)c(CCNC(=O)Cc2ccccc2)cc1OC,2,3,5%,1%,2.8,i,13%,-7%
CN1CCc2c(sc(NC(=O)c3ccc(S(=O)(=O)N4CCCCCC4)cc3)c2C(N)=O)C1,-4,-8,6%,1%,-1.6,i,-2%,i

# High-throughput results: PubChem BioAssay, National Center for Advancing Translational Sciences (NCATS)

# A portion of the library; count on the stated rates, not on these rows.
